mIAP act – increases mouse intestinal alkaline phosphatase activity | muIAP, CDP-Star luminescence, 30 min; active compounds read high; 1 = vehicle-only enzyme signal, 0 = enzyme-free wells | activation factor at 10 µM | 0.24% of 330,000 active | AID 2805;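 active means activation factor of at least 2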; further: the source names both 10 and 20 µM as test concentration; values of inactives mirror those of a sister screen read the other way
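System: Mouse IAP enzyme | Also added: CDP-Star substrate | Dosing: Compounds dispensed in DMSO | Schedule: 30 min enzyme-substrate-compound incubation at room temperature | Technique: Chemiluminescence readout | Control set: DMSO-only wells and no-enzyme negative control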
MPTP block – permeability transition pore inhibition | AID 602449 | inhibition, % at 10 µM | isolated mouse mitochondria, Ca2+ swelling absorbance, 30 min | 1.4% of 360,000 active;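 active means inhibition of 50% or more, scaled per plate between neutral and stimulator controls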;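 further: 0% = DMSO wells given calcium and 100% = 1 mM EGTA wells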
hIAP activ – human IAP activation. activation factor at 10 µM. 0.16% of 330,000 active. AID 2524. purified human IAP, CDP-Star luminescence, 30 min; active compounds read high; 1 = vehicle-only enzyme, 0 = enzyme-free background. P09923;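 active means activation factor of the enzyme at least 2-fold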; further: the source names both 10 and 20 µM as test concentration; values of inactives mirror those of a sister screen read the other way
MIN6 prolif – induces beta-cell replication in MIN6 cells. MIN6 cells proliferation, ATPlite luminescence, 48 h; cells starved in 0.2% serum; 100% = growth in 10% serum. proliferation, % at 10 µM. 0.29% of 330,000 active;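 active means compounds whose signal lies at least 3.5 SD above the mean of all wells on their plate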;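 further: 0% = DMSO-treated cells in low-serum medium and 100% = 10% serum control; some compounds called inactive have numbers as strong as hits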
A3G deaminase – inhibitors of human APOBEC3G DNA deaminase; recombinant A3G, ssDNA deamination FAM/TAMRA fluorescence; inhibition, % at 20 µM; 0.28% of 330,000 active;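 active means inhibition of at least 40% at 20 µM, with no more than 30% in the related APOBEC3A deaminase screen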;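 further: plate controls were DMSO wells with A3G for no effect and wells lacking A3G enzyme for full effect; some compounds called inactive have numbers as strong as hits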
Target sequence (Q9HC16 whole entry, looked up): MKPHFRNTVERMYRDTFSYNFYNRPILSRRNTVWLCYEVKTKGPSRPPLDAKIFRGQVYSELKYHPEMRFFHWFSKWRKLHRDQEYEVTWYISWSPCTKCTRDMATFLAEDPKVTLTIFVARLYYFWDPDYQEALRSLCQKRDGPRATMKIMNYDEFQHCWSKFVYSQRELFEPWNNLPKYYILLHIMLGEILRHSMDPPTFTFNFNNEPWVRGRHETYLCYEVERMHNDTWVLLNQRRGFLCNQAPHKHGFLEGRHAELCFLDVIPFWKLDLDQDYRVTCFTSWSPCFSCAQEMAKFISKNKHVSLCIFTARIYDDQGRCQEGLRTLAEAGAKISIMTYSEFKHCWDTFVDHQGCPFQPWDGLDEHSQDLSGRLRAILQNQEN
hIAP inh – blocks human intestinal alkaline phosphatase. P09923. purified IAP, CDP-Star luminescence, 30 min. inhibition, % at 10 µM. 0.12% of 330,000 active. AID 2544;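 active means inhibition reaching a set limit with compound at 10 µM in the primary screen, cut at about 35% in these data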;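 further: plate controls were DMSO wells with enzyme for no effect and no-enzyme buffer wells for full effect; values of inactives mirror those of a sister screen read the other way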
GRIN3A LBD mod – modulators (binders) of human NR3A ligand-binding domain; 2.5% of 340,000 active; Tm shift relative to glycine control, % at 25 µM; NR3A LBD differential scanning fluorimetry, Tm shift; 0% = protein alone, 100% = glycine-bound protein;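 active means melting temperature shift of at least 10% of the positive control shift, at one fixed dose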
mIAP block – blocks mouse intestinal alkaline phosphatase; purified mouse IAP, CDP-Star luminescence, 30 min; inhibition, % at 10 µM; 0.2% of 330,000 active;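 active means inhibition of at least 40% at 10 µM in the primary screen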;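 further: plate controls were DMSO with enzyme for no effect and no enzyme wells for full effect; values of inactives mirror those of a sister screen read the other way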
APOBEC3A inh – blocks human APOBEC3A ssDNA deamination | recombinant A3A, FAM/TAMRA ssDNA deamination fluorescence | inhibition, % at 20 µM | 0.41% of 330,000 active | P31941;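 active means at least 40% inhibition at 20 µM here, with at most 30% in a related deaminase screen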;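 further: plate controls were A3A with DMSO for no effect and wells lacking A3A enzyme for full effect; some results filed as inactive read as strong as hits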
Target sequence (P31941 whole entry, looked up): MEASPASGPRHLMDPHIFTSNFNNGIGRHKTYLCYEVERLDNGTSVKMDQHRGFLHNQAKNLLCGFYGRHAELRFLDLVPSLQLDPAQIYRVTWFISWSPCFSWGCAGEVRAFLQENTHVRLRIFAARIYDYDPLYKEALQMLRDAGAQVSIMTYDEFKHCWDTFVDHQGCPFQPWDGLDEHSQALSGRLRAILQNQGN
* hit, by the source's call; · = no result given; & = joins results of further samples. An excerpt, so the mix of outcomes need not match the whole.

SMILES	mIAP act	MPTP block	hIAP activ	MIN6 prolif	A3G deaminase	hIAP inh	GRIN3A LBD mod	mIAP block	APOBEC3A inh
Cc1cc(C)c2c(c1)-c1cc(C)nn1C(c1cccnc1)N2 (stereo not drawn)	1.01	1.3	0.921	-1.6	-2.5	7.9	-0.8	-1.4	0.5
Brc1ccc(C2N3CCCN23)cc1 (stereo not drawn)	1.02	0.8	0.951	0.0	-6.1	4.9	-4.6	-2.4	2.2
O=c1c2ccccc2nc(-c2ccco2)n1-c1ccccc1	0.973	0.6	1.06	-1.6	-0.7	-5.7	-1.8	2.7	0.8
CCCCn1c(O)c(C(C)=NCCCN(C)C)c(=O)[nH]c1=O	1.09	-2.4	1.15	-1.8	-5.6	-14.6	0.2	-9.1	-1.5
O=C(Cn1c(NCCCl)nc2ccccc21)c1ccc(Br)cc1	0.972	3.9	0.919	-1.6	-3.2	8.1	0.3	2.8	0.4
N=C1c2ccccc2CN1CC(=O)c1ccccc1	0.875	0.8	1.11	-2.1	-6.0	-10.8	0.4	12.5	-0.9
CCOC(=O)c1c(-n2c(C)cc(/C=C3/C(=O)NC(=O)N(CC)C3=O)c2C)sc2c1CCCC2	1.01	0.8	0.911	-0.2	2.7	8.9	0.4	-1.0	2.8
C=COCCn1c(C)c(C(=O)OCC)c2cc(O)ccc21	0.99	3.1	0.96	0.7	-9.6	4.0	-2.6	1.0	-2.6
CCOP(=O)(OCC)C(NC(=O)C(Cl)Cl)C(Cl)(Cl)Cl (stereo not drawn)	0.956	1.3	1	-3.2	-0.1	-0.2	-0.4	4.4	1.5
CC1CCN2c3nc4ccccn4c(=O)c3CC3(C(=O)N(C)C(=O)N(C)C3=O)C2C1 (stereo not drawn)	0.892	-0.6	0.975	-2.1	-3.3	2.5	-2.4	10.8	-2.7
CCOc1cc2c(cc1OCC)-n1cccc1C(c1ccccc1O)NC2 (stereo not drawn)	1.12	-0.2	1.25	-4.9	-3.2	-24.8	0.6	-12.1	0.7
Cc1cccnc1-n1c(-c2ccco2)nc2ccccc2c1=O	0.947	0.2	1.09	-1.7	-4.8	-8.6	-3.8	5.3	-1.6
Cc1ccc(-c2ccc(=O)n(CCC(=O)N3CCC4(CC3)OCCO4)n2)cc1	0.964	1.2	1.07	-3.3	-5.7	-6.6	0.0	3.6	0.6
COC(=O)C1=CO[C@H](C)[C@H]2CN3CC[C@@]4(C(=O)Nc5ccccc54)[C@@H]3C[C@H]12	1.05	-1.3	1.14	-1.0	-8.0	-14.0	0.8	-4.7	-2.1
CCOC(=O)C1=C(N)OC2=C(C(=O)CCC2)C12C(=O)N(C)c1ccccc12 (stereo not drawn)	0.985	-1.3	1.2	-2.6	9.3	-19.7	2.3	1.5	2.8

Pulled by compound from above (2):
SMILES	mIAP act	MPTP block	hIAP activ	MIN6 prolif	A3G deaminase	hIAP inh	GRIN3A LBD mod	mIAP block	APOBEC3A inh
O=C(Cn1c(NCCCl)nc2ccccc21)c1ccc(Br)cc1	0.972	3.9	0.919	-1.6	-3.2	8.1	0.3	2.8	0.4
CCOC(=O)C1=C(N)OC2=C(C(=O)CCC2)C12C(=O)N(C)c1ccccc12 (stereo not drawn)	0.985	-1.3	1.2	-2.6	9.3	-19.7	2.3	1.5	2.8

Next part.
SMILES	mIAP act	MPTP block	hIAP activ	MIN6 prolif	A3G deaminase	hIAP inh	GRIN3A LBD mod	mIAP block	APOBEC3A inh
ClCC(Br)CBr (stereo not drawn)	0.886	1.7	0.849	-1.6	-8.5	15.1	0.1	11.4	-4.0
NNC(N)=O	1.04	0.4	0.88	-1.4	-4.8	12.0	-2.2	-4.5	-2.0
Clc1ccccc1N1CCN(Cc2ccc3c(c2)OCO3)CC1	1.05	0.0	1.01	0.9	-5.2	-0.6	3.8	-5.0	3.1
COc1cc(N2C(=O)CC(=O)NC2=O)cc(OC)c1OC	0.983	-0.6	0.879	-2.8	-0.4	12.1	-0.2	1.7	-2.6
CN1CCC(c2c[nH]c3ccccc23)C1 (stereo not drawn)	1.05	0.3	1.2	-6.0	-13.3	-19.5	-2.3	-4.9	-6.1
O=C(CCC(=O)N1C[C@H]2C[C@@H](C1)c1cccc(=O)n1C2)NCc1ccccc1	0.839	1.1	1.03	-3.6	-6.4	-2.7	-3.7	16.1	-4.0
COc1ccc(Cn2c(O)c(/C=N/NC(=O)c3ccccc3O)c(=O)[nH]c2=O)cc1	0.624	1.7	1.64	0.9	-5.8	-63.8	6.0	37.6	-2.2
CC/C(=N\NC(=O)c1ccccc1)c1c(O)n(C2CCCCC2)c(=O)[nH]c1=O	0.911	2.4	1.57	11.6*	-4.6	-57.3	-1.9	8.9	-4.3
O=[N+]([O-])O[C@H]1CO[C@H]2[C@@H]1OC[C@H]2O[N+](=O)[O-]	1.02	-0.9	0.984	1.6	-7.8	1.6	0.0	-2.2	-3.2
Nc1c(C(=O)NCc2ccco2)c2nc3ccccc3nc2n1Cc1ccc(F)cc1	0.958	2.6	0.752	-3.9	13.9	24.8	-3.8	4.2	1.7
Nc1ccc(N=Nc2ccccc2)cc1	1.03	1.2	0.962	-1.9	-11.0	3.8	1.6	-3.3	-7.0
ClCCOCOCCCl	1.03	-0.4	1.03	-0.5	0.1	-3.1	0.1	-2.7	0.7
COc1ccc(C(=O)CN2CCOCC2)cc1F	1.05	7.0	1.02	-1.4	-0.7	-2.2	-1.4	-5.2	-0.1
Cn1c(O)c(C=NCCN2CCOCC2)c(=O)[nH]c1=S	1	1.2	1.1	0.1	-5.4	-10.3	0.2	-0.3	2.7
CCOc1ccc(N2C(=O)NC(=O)/C(=C\c3ccc(N4CCCCC4)o3)C2=O)cc1	0.924	0.9	0.802	0.0	-7.9	19.8	-11.8	7.6	2.9
CC(C)n1c(O)c(C=NCc2ccccc2)c(=O)[nH]c1=S	0.936	4.3	1.05	-2.0	-10.6	-4.6	-0.1	6.4	-5.2
Cn1nnc(CC[N+](C)(C)C)n1	1.04	0.4	0.76	0.2	-1.4	24.0	0.5	-4.2	-1.9
O=c1[nH]c(=S)n(C2CCCCC2)c(O)c1/C=N/N1CCOCC1	1.03	-0.9	1.06	-0.3	-3.1	-5.7	-0.7	-2.6	-2.5
O=[N+]([O-])c1cccc2c([As](=O)(O)O)cccc12	0.946	0.0	1.05	0.3	-7.0	-5.2	-0.8	5.4	-0.1
CCOP(=O)(OCC)C(Cc1ccccc1)NC(C)=O (stereo not drawn)	1.01	-0.5	1.03	-0.2	-1.7	-3.5	-0.6	-0.6	-2.6
CCOC(=O)C1CCN(C(C)C(=O)c2c[nH]c3ccccc23)CC1 (stereo not drawn)	1.07	-0.5	1.1	-1.3	-7.5	-9.7	1.7	-6.6	-1.3
COc1ccccc1N1C(=O)NC(=O)C(CCc2ccncc2)(CCc2ccncc2)C1=O	1.04	-0.2	0.909	-0.3	-8.2	9.1	1.4	-4.1	-2.1
CCCCn1c(O)c(C(C)=NCc2cc(OC)cc(OC)c2)c(=O)[nH]c1=O	0.899	1.4	1.05	0.3	-5.1	-5.2	1.2	10.1	-0.9
Clc1cc(I)cc(Cl)c1NC1=NCCN1	1.07	-0.4	1.05	-7.1	-3.7	-5.4	-1.3	-6.7	0.8
Cc1ccc2c(c1)CC1(CN2C)C(=O)NC(=O)N(c2cccc(C)c2C)C1=O (stereo not drawn)	0.906	0.7	0.976	-0.6	15.0	2.4	-0.3	9.4	-3.9
COc1ccc(CCNCc2cccn2C)cc1	1.03	-0.1	1.1	-4.6	-0.6	-10.5	-2.3	-2.9	-11.0
ClC1C(Cl)C(Cl)C(Cl)C(Cl)C1Cl (stereo not drawn)	1.08	-2.7&-0.6	0.997	3.9	-7.6&-8.2	4.6	-3.5&-1.3	-1.4	0.8&-3.1
Cc1ccc([N+](=O)[O-])cc1	1.1	0.5	0.728	1.6	-7.0	27.2	0.1	-9.8	-2.4
COc1cc2c(cc1OC)CN(c1ccc([N+](=O)[O-])c(C(F)(F)F)c1)CC2	0.893	3.1	0.89	-2.8	2.3	11.0	-3.8	10.7	4.5
COC(=O)N(c1ccccc1)P(=O)(Oc1ccccc1)Oc1ccccc1	1.01	0.1	1.07	-1.2	-8.0	-6.7	-1.8	-1.2	-3.0
O=C(/C=C/c1ccccc1)NC(=S)N1C[C@H]2C[C@H](C1)c1cccc(=O)n1C2	0.975	-0.9	0.97	6.7	-2.1	3.0	0.8	2.5	-1.9
O=C1NC(=S)N(c2ccccc2)C(=O)/C1=C/c1ccco1	0.684	0.1	0.984	-5.1	52.6	1.6	-1.2	31.6	79.6
O=C(N/N=C/C1C(=O)NC(=S)N(c2ccccc2)C1=O)c1cc(Br)c(O)c(Br)c1 (stereo not drawn)	0.829	-1.2	1.58	-2.2	-4.2	-58.0	-15.6	17.1	1.7
CCC(CO)NC(=O)C1C=C2c3cccc4[nH]cc(c34)CC2N(C)C1 (stereo not drawn)	1.05	0.5	1.02	-6.6	6.0	-2.5	-0.8	-5.2	-0.7
c1ccc(CN2CCN(Cc3ccc4ccccc4c3)CC2)cc1	0.975	-0.8	1.1	-0.9	0.9	-9.9	-2.4	2.5	1.0
Clc1ccc(COC(Cn2ccnc2)c2ccc(Cl)cc2Cl)c(Cl)c1 (stereo not drawn)	1.09&1.15	7.8&0.6	1.28&1.23	-5.6&-8.0	-3.0&-8.4	-27.6&-22.5	3.4&-6.0	-9.3&-15.1	-2.9&-2.9
CC(C)CC(=O)NC(Oc1ccc(Cl)cc1)C(Cl)(Cl)Cl (stereo not drawn)	0.983	20.8	0.906	2.2	-3.4	9.4	-1.3	1.7	-3.4
NNC(=O)c1ccc(Cl)cc1	0.994	1.0	1.09	-0.4	-4.5	-8.9	-1.6	0.6	-6.5
CC(=NCc1ccc2c(c1)OCO2)c1c(O)n(Cc2ccccc2)c(=O)[nH]c1=O	0.935	0.9	0.957	0.3	-0.7	4.3	-0.3	6.5	-2.2
O=C(COc1ccccc1)NCCc1cnc[nH]1	0.98	-1.5	1.07	2.3	-8.7	-7.0	-2.2	2.0	-1.7
O=C1CC(=O)N(c2cccc(Br)c2)C(=O)N1	1.08	-1.0	1.07	1.2	-2.6	-6.7	-1.0	-8.5	-2.8
CCn1c(O)c(C(c2ccccn2)c2c(O)n(CC)c(=S)[nH]c2=O)c(=O)[nH]c1=S	0.877	0.2	1.1	-3.6	9.6	-9.6	2.2	12.3	-6.5
CSc1ccc(C(=O)C2CCCN(Cc3cc4ccccc4[nH]3)C2)cc1 (stereo not drawn)	0.986	57.6*	1.02	-4.8	2.0	-2.0	-7.3	1.4	0.8
CCCCCOc1ccc(C)cc1CN(CCCl)CCCl	1.09	·	0.986	-4.0	-3.8	1.4	3.7	-8.8	-4.3
Oc1ccc2c3c1O[C@H]1c4oc5ccccc5c4C[C@@]4(O)[C@@H](C2)N(CC2CC2)CC[C@]314	1.09	8.0	1.05	-3.3	-7.4	-5.4	-2.4	-9.0	0.8
Cc1ccc(-n2c(C)nc3cc(Cl)ccc3c2=O)nc1	1.07	-0.9	0.972	-2.6	-7.7	2.8	0.9	-7.1	-1.2
CCOC(=O)C1=C(N)OC2=C(C(=O)CCC2)C12C(=O)Nc1ccccc12 (stereo not drawn)	1.03	-1.2	1.1	-3.4	-5.2	-10.4	-0.9	-2.7	-3.3
Cc1cccc(N/N=C/c2c(O)[nH]c(=S)[nH]c2=O)c1	0.929	0.9	1.13	3.2	32.0	-12.7	1.1	7.1	-4.8
